Bioassay records deposited in PubChem by National Center for Advancing Translational Sciences (NCATS).
GLS inh – inhibitors of human glutaminase (GLS); GLS enzymatic activity, qHTS titration; Potency, µM (highest dose often 45.5 µM), inactives show at the top dose activity change, negative = inhibition, most hits filed as inhibitors; 410,000 tested, 0.21% active; AID 624170; further: potency means the concentration at half of the fitted maximal effect; on the % scale 0 is the no-effect control and ±100 the full control effect
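hKGA; 45 mM KH2PO4 pH 8.2 + 0.02% Tween-20; cpd via pin tool; 1 mM Gln soln; GluOx/HRP/Amplex Red; RT 30 min; fluor. t0 & final.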
PI4K2A block – blocks human PI4K2A kinase activity. Q9BTU6. 420,000 tested, 0.13% active. AID 1346378. purified PI4K2A, ADP-Glo luminescence, 1 h; active compounds read low. activity change, negative = inhibition, % at 76.9 µM; in the data active means activity change below about -50%; inconclusive means mostly about -30% to -49%;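 further: -100% = wells without enzyme as full effect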
Target sequence (Q9BTU6 whole entry, looked up): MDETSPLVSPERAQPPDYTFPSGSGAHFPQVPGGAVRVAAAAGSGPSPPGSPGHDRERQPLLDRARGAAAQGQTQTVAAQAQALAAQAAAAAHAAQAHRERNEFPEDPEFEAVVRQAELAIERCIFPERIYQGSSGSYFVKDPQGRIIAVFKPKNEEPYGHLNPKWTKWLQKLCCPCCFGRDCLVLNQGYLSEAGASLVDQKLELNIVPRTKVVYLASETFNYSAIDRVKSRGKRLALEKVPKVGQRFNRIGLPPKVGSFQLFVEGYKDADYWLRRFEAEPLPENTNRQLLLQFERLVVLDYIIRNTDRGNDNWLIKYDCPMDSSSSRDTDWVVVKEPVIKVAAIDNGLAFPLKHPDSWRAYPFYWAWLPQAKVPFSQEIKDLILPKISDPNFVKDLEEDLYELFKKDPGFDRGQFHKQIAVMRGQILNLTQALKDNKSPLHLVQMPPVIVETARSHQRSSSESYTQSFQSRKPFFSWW
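Compounds are screened against recombinant PI4K2A using PI as substrate and ATP, the latter dispensed at 300 microM. Reactions run one hour at ambient temperature before ADP-Glo detection; full inhibition defined by wells lacking enzyme.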
BAZ2B block – blocks human BAZ2B; AID 504333; 360,000 tested, 4.4% active; AlphaScreen BAZ2B-H3K14Ac peptide displacement; Potency, µM (highest dose often 114 µM), inactives show top-dose activity change, negative = inhibition, usual class: inhibitors; further: potency means the concentration at half of the fitted maximal effect; on the % scale 0 is the no-effect control and ±100 the full control effect; nearly all actives have a fitted effect of over 60% in size
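Multi-concentration screen (max 110 uM) measuring displacement of acetylated histone H3 peptide from BAZ2B by AlphaScreen, using 50 nM protein, 50 nM peptide and 10 ug/mL streptavidin donor plus Ni-chelate acceptor beads.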
JMJD2A Tudor – JMJD2A Tudor domain (human) inhibition; Potency, µM (doses to about 114 µM), inactives show at the highest dose activity change, negative = inhibition, usual class: inhibitors; O75164; AID 504339; AlphaScreen JMJD2A-Tudor / H3K4me3 peptide binding; 390,000 tested, 4.4% active; further: potency means the concentration at half of the fitted maximal effect; on the % scale 0 is the no-effect control and ±100 the full control effect; nearly all actives have a fitted effect of over 50% in size
Pol eta inh – inhibitors of human DNA polymerase eta | recombinant Pol eta, fluorescent DNA replication assay | Potency, µM (top dose mostly 114 µM), without a hit: at the top dose activity change, negative = inhibition, actives largely listed as inhibitors | 390,000 tested, 1.2% active | AID 588591; further: potency means the concentration at half of the fitted maximal effect; on the % scale 0 is the no-effect control and ±100 the full control effect
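Pol eta at 10 nM preincubated with compounds 15 min at room temperature; reaction started with fluorescent substrate (50 nM final) and read kinetically at 0 and 10 min.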
Pin1 inhibitor – blocks the human prolyl isomerase Pin1; AID 504891; Potency, µM (series often up to 115 µM), for inactives: top-dose activity, negative = inhibition, most hits filed as inhibitors; Pin1 FP peptide displacement, HiFluor488, 10 min; Q13526; 390,000 tested, 0.009% active; active means well fitted inhibition curve with a large enough effect in the polarisation, with a control signal flat, not every such curve was filed as active; inconclusive means small, poorly fitted or top-dose-only effect, or effect the other way, or a change in a side signal; inactive means no such curve, though single readings can be large or run the other way; the % refers to the polarisation; further: potency means the concentration at half of the fitted maximal effect; on the % scale 0 is the no-effect control and ±100 the full control effect
Target sequence (Q13526 whole entry, looked up): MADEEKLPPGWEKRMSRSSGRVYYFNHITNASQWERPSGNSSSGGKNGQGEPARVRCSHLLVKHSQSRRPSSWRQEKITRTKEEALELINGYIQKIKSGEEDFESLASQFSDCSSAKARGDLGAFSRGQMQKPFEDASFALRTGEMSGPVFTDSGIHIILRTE
G9a block – inhibitors of human histone lysine methyltransferase G9a; G9a H3K9 monomethylation, AlphaScreen, 2 h; Potency, µM (highest dose often 102 µM), inactives show at the top dose activity, negative = inhibition, most hits filed as inhibitors; 350,000 tested, 8.8% active; AID 504332; further: potency means the concentration at half of the fitted maximal effect; on the % scale 0 is the no-effect control and ±100 the full control effect; nearly all actives have a fitted effect of over 75% in size
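AlphaScreen detection with an anti-monomethyl H3K9 antibody quantified product after a 2 h room-temperature reaction containing 500 nM biotinylated H3K9 peptide, 20 µM SAM and 20 nM enzyme, which had been preincubated 15 min with compound.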
PGK inhibitor – inhibitors of T. brucei phosphoglycerate kinase. P07378. PGK/GAPDH coupled, Kinase-Glo luminescence, 60 min. Potency, µM (highest dose often 57.5 µM), for inactives: top-dose activity change, negative = inhibition, most hits filed as inhibitors. 380,000 tested, 0.043% active. AID 602233; further: potency means the concentration at half of the fitted maximal effect; on the % scale 0 is the no-effect control and ±100 the full control effect; nearly all actives have a fitted effect of over 60% in size
Target sequence (P07378 whole entry, looked up): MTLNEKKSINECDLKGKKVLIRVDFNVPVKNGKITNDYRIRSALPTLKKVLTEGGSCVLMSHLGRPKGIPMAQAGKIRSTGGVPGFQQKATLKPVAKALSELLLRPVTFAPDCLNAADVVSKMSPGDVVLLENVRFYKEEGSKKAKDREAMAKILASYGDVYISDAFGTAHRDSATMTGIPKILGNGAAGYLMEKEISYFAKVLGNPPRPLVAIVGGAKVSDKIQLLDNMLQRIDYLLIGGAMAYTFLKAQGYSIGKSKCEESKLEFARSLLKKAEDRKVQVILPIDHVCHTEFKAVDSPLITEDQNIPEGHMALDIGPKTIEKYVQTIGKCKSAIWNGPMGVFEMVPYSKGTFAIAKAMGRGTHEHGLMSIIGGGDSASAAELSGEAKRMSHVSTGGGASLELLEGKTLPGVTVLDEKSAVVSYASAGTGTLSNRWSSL
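Luminescent ATP detection (Kinase-Glo Plus) follows a 60-minute room-temperature incubation, with wells lacking PGK as controls. Buffer: 100 mM TEA (pH 7.6), 5 mM MgCl2, 0.01% Tween-20. Coupling enzyme GAPDH (100 nM final) supplies unstable 1,3-BPG in-well.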
HP1b binding inh – HP1-beta chromodomain-methylated histone interaction inhibition; 390,000 tested, 0.56% active; Potency, µM (titrated, usually from 114 µM), without a hit: at the highest dose activity change, negative = inhibition, usual class: inhibitors; AlphaScreen HP1-beta / biotin-H3K9me3 peptide binding; further: potency means the concentration at half of the fitted maximal effect; nearly all actives have a fitted effect of over 70% in size; inactives centre near 23
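HP1-beta protein (50 nM final) preincubated 30 min at room temperature with biotinylated H3(1-18)K9me3 peptide (50 nM) in PBS pH 7.4, 0.01% Tween-20, then compound added for 30 min. AlphaScreen streptavidin donor/nickel chelate acceptor beads (10 ug/mL final), 30 min dark, luminescence read.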
Numbers without * were called inactive; i = inactive; ? = inconclusive; / = not tested or not shown; [ ] = another dose, or the depositor's remark. Unless noted, the call rests on the fitted dose curve; in most records, active means well fitted curve in the direction sought with a large enough effect; inconclusive means small, poorly fitted or top-dose-only effect, or another doubt; inactive means no such curve, though single readings can be large; an effect the other way counts as inactive or inconclusive. This is a subset; rates above refer to the full screens.

Sample of the layout:
SMILES | GLS inh | PI4K2A block | BAZ2B block | JMJD2A Tudor | Pol eta inh | Pin1 inhibitor | G9a block | PGK inhibitor | HP1b binding inh
CN(C)c1ccc(CNC(=O)CN2C(=O)C3CCCCN3c3ccc(C(=O)N4CCCC4)cc32)cc1 (centres undefined) | 12% | -2 | -15% | -31% | -6% | 2% | -7%[59 µM] | i | -14%[57 µM]
N#Cc1cccnc1Oc1ccccc1 | -6% | 3 | -21% | 2% | -10% | -3% | / | -5% | 33%

Main list (from the top)
SMILES | GLS inh | PI4K2A block | BAZ2B block | JMJD2A Tudor | Pol eta inh | Pin1 inhibitor | G9a block | PGK inhibitor | HP1b binding inh
CN(C)c1ccc(CNC(=O)CN2C(=O)C3CCCCN3c3ccc(C(=O)N4CCCC4)cc32)cc1 (centres undefined) | 12% | -2 | -15% | -31% | -6% | 2% | -7%[59 µM] | i | -14%[57 µM]
N#Cc1cccnc1Oc1ccccc1 | -6% | 3 | -21% | 2% | -10% | -3% | / | -5% | 33%
COc1cc2[nH]c(C(=O)N3CCc4ccccc4C3)cc2c(OC)c1OC | 7% | 2 | ? | -24% | -17% | -4% | / | 2% | 18%
O=C(NCc1ccccc1)c1ccc(NC(=O)C2CCCC2)cc1 | 0% | -1 | / | -8% | -18% | 4% | / | ? | 45%[activator]
COc1ccc(C(=O)N2CCN(c3ccc(C)cc3)CC2)cc1OC | 24% | -8 | 6% | -18% | -5% | 0% | -20% | -1% | 30%
Cc1ccc(C(C(=O)NC2CCCC2)N(Cc2ccc(F)cc2)C(=O)c2csnn2)o1 (centres undefined) | 10% | 6 | 9% | -27% | -1% | 0% | -10%[59 µM] | 8% | 44%[activator]
COc1ccc(/C=C2\SC(=S)N(CC(=O)N3CCN(C)CC3)C2=O)cc1 | 9% | -2 | -30% | -27% | -18% | -1% | -22% | 7% | -9%
CSc1ccc(CCNC(=O)NCc2noc3ccccc23)cc1 | 10% | -2 | -25% | -14% | -12% | -2% | -1%[59 µM] | 4% | 27%
O=[N+]([O-])c1ccc(/C=N/Nc2ncccc2[N+](=O)[O-])s1 | 3% | -4 | / | -26% | -10% | 21% | / | -4% | 23%
Cc1ccc(C(=O)NC2CCC(C)CC2)s1 (centres undefined) | 0% | -3 | -2% | 2% | -4% | -3% | -5% | 5% | 25%
CN1CCN(C(=O)Nc2ccc([N+](=O)[O-])cc2)CC1 | -6% | 3 | -3% | -10%[11.4 µM] | -12% | -4% | 1% | 0% | 35%
Cc1cc(NS(=O)(=O)c2ccc(NC(=O)c3oc4ccccc4c3C)cc2)no1 | -6% | -7 | -30% | -4% | -3% | 2% | 10%[12.7 µM] | -9% | 18%
N=c1ccn2c(n1)O[C@H]1[C@@H](CO)[C@H](O)O[C@H]12 | -3% | -2 | 7% | 4% | 3% | 0% | 5%[59 µM] | 1% | 25%
Cc1cc(C)n(-c2ccc(NC(=O)C3CCN(Cc4ccccn4)CC3)cc2)n1 | 3% | -4 | ? | -8% | 12% | -3% | / | 1% | 31%
COc1cccc(C(=O)NN2c3ccccc3CCc3ccccc32)c1 | 9% | -1 | 3% | -7% | 1% | 3% | -24%[59 µM] | -4% | 23%
Cc1cc(C)cc(OCc2nnc(SCC(=O)OC(C)C)o2)c1 | 1% | 1 | 28% | 61%[activator] | -14% | -4% | -17%[59 µM] | -10% | 91%
C[C@@H]1CN([C@@H](C)CO)C(=O)CCCn2nncc2CO[C@@H]1CN(C)C(=O)Nc1ccccc1 | 1% | 3 | / | / | -17% | / | / | -3% | /
CCN(CC)S(=O)(=O)c1cc(NC(=O)CSc2nccn2C)ccc1C | 2% | 3 | -31% | -18% | 0% | 1% | -28% | -1% | -8%
CCCc1cc(=O)[nH]c(Nc2cc(OC)ccc2OC)n1 | 17% | 0 | 3% | -22% | -2% | -6% | 22%[59 µM] | i | 16%
CCCn1c(N)c(C(=O)CSc2nc3ccccc3s2)c(=O)[nH]c1=O | -10% | 0 | -8% | -12% | -16% | 21% | -4% | -4% | ?
COc1ccc(C(=O)c2oc3ccccc3c2NC(=O)c2nc(SC)ncc2Cl)cc1Cl | -6% | 3 | -1% | -21% | -11% | 0% | 10%[59 µM] | -10% | 0%
Cc1ccc(S(=O)(=O)NCc2cccnc2)s1 | 6% | -1 | 4% | -11% | -15% | 0% | -40% | -4% | 21%
Cc1ccc(CNC(=O)CSc2nnc3c(n2)[nH]c2ccccc23)cc1 | -3% | -1 | 8% | 2% | -15% | 14% | 5% | 1% | 6%
Nc1nc(SCc2ccccc2Cl)c2ncn(C3OC(CO)C(O)C3O)c2n1 (centres undefined) | 2% | -3 | / | -16% | -11% | 1% | / | 0% | 9%[57 µM]
Cc1ccc(-c2nc(C)c(CCNC(=O)C(=O)Nc3ccc4c(c3)OCCO4)s2)cc1 | -6% | -1 | 0% | -3% | -20% | 0% | 6%[59 µM] | -2% | 27%[57 µM]

(listing goes on)
SMILES | GLS inh | PI4K2A block | BAZ2B block | JMJD2A Tudor | Pol eta inh | Pin1 inhibitor | G9a block | PGK inhibitor | HP1b binding inh
COC(=O)c1ccccc1NC(=O)CSc1nnc(C(CO)NC(=O)c2ccccc2Cl)n1C (centres undefined) | 1% | -1 | -27% | -3% | -4% | -1% | 97%[activator][59 µM] | -2% | 17%
CC[C@H](C)/C=C(C)/C=C/C1=CC2=CC(=O)[C@]3(C)OC(=O)[C@@H](C(C)=O)[C@@H]3C2=CO1 | -15% | -7 | -31% | ? | 25µM* | ? | ? | 0% | 23%
CCC1=C(OC(=O)N(CC)CC)N2C(=O)OC(=NCCc3c[nH]c4ccccc34)[C@]2(C)[C@H]2C1=CC[C@H]1C(=O)N(CC)C(=O)[C@H]12 | 0% | -2 | ? | -30% | -26% | ? | -4%[59 µM] | 8% | 15%
COc1ccc(N2C(=O)CC(N(CCc3ccccc3)C(=O)/C=C/C(=O)O)C2=O)cc1 (centres undefined) | -1% | 4 | -21% | -3% | -4% | 1% | -44% | 5% | 49%[activator]
Cc1ccc(NC(=O)c2ccc(Cl)c(NC(=O)c3cccs3)c2)cc1 | -2% | 0 | -1% | -17% | -12% | 2% | 19% | -7% | 30%
C/C(CC(=O)NCCN1CCOCC1)=N\NC(=O)c1ccncc1 | -13% | -4 | -5% | ? | -19% | 0% | ? | -4% | 42%[activator]
CCOC(=O)c1nn(-c2ccc(C)c(C)c2)cc1O | 2% | -4 | 10% | -6% | -12% | -3% | 23%[59 µM] | -4% | 34%
COc1cccc(-n2ccnc2SCC(=O)Nc2ccccc2)c1 | ? | -2 | ? | ? | -20% | 0% | ? | i | ?
CCC1C(=O)NCCN1C(=O)c1cccc(OC2CCN(S(=O)(=O)N(C)C)CC2)c1 (centres undefined) | 0% | 6 | -4% | -8% | -20% | 0% | / | -11% | 21%
O=C(CN1C(=O)COc2ccc(S(=O)(=O)Nc3ccccc3)cc21)NCc1ccccc1Cl | -3% | 0 | -12% | -3% | -8% | 3% | ? | -10% | 44%[activator]
CC(Oc1ccccc1)c1nnc(SCC(=O)NC2CC2)n1C (centres undefined) | -6% | -2 | 1% | 4% | -24% | 4% | / | 2% | 16%[57 µM]
Cn1c(=O)cc(Cl)[nH]c1=O | -6% | 1 | -12% | 3% | -6% | -15% | 7% | i | 27%
COc1cc(OC)c(OC)cc1CNCCNC(=O)c1nonc1N | -15% | -1 | 8% | -29% | -5% | -3% | 24%[59 µM] | -8% | 5%
CC(=O)Nc1ccc(S(=O)(=O)N2CCC(c3ccncc3)CC2)cc1 | -14% | 0 | -8% | -22% | -15% | 6% | 1%[59 µM] | 0% | 26%
CCN(CC)CCSc1nc2ccccc2n1Cc1ccccc1 | 0% | 1 | -38% | -11% | -6% | 1% | ? | i | 52%[activator]
CC(C)(C)c1nnc(NC(=O)C2c3ccccc3Oc3ccccc32)s1 | 10% | 2 | ? | ? | -13% | 3% | -149%[59 µM] | -3% | ?
CC1=NN(C(N)=S)C(=O)C1N=Nc1ccccc1 (centres undefined) | 3% | 17 | 2% | -19% | -5% | 7% | 2% | -4% | 26%
CSc1ncccc1C(=O)Nc1ccc(S(=O)(=O)N2CCCC2)cc1 | -9% | 10 | -3% | -1% | -9% | -5% | 21%[12.7 µM] | -8% | 25%
COc1ccc(OC)c(C(c2nnnn2C(C)(C)C)N2CCc3ccccc3C2)c1 (centres undefined) | 10% | 31 | ? | 14%[11.4 µM] | -23% | 8% | 50µM* | -2% | -2%
COc1nc(NCCc2ccc(OC)c(OC)c2)nc(OC)n1 | -3% | -2 | 7% | 6% | -16% | -9% | 9%[59 µM] | 2% | 36%
Cc1nc(SCC(=O)N2CCOCC2)c2c(=O)n(C)c(=O)n(CC(C)C)c2n1 | 3% | -4 | / | -20% | -11% | 3% | / | i | 25%
COC(=O)c1ccccc1NC(=O)COC(=O)c1cccnc1 | 4% | -6 | 1% | -6% | -3% | ? | 2%[2.33 µM] | 2% | 22%
CN(C[C@H](Cc1ccccc1)N(C[C@H](CC1CCCCC1)N(CCc1ccccc1)N=O)N=O)N=O | -2% | -2 | ? | -36% | -12% | -7% | 8%[59 µM] | 6% | 36%
Cc1ccsc1CN(C)CC(=O)Nc1ccc([N+](=O)[O-])cc1Cl | 13% | -11 | -33% | -29% | -3% | 2% | 40µM* | 7% | ?
Cc1ccccc1-c1nc(CN2CCC(C(=O)NCCCN3CCOCC3)CC2)c(C)o1 | 4% | -1 | -6% | -28% | -7% | 10% | 5%[12.7 µM] | -9% | 14%
Cc1ccccc1NC(=O)COC(=O)C1CC2CCCC(C1)C2=O (centres undefined) | 9% | -2 | 18% | -18% | ? | -8% | -8%[12.7 µM] | -3% | 15%
